Compound activity (PubChem)
D1 ag – activates the human D1 dopamine receptor; AID 504660; 360,000 compounds, 1% hits; activation, % at 2 µM; P21728; HEK293 T-REx D1 cells, calcium flux, agonist mode; in the data active means activation above about 30%; further: 0% is about no effect
Target sequence (P21728 whole entry, looked up): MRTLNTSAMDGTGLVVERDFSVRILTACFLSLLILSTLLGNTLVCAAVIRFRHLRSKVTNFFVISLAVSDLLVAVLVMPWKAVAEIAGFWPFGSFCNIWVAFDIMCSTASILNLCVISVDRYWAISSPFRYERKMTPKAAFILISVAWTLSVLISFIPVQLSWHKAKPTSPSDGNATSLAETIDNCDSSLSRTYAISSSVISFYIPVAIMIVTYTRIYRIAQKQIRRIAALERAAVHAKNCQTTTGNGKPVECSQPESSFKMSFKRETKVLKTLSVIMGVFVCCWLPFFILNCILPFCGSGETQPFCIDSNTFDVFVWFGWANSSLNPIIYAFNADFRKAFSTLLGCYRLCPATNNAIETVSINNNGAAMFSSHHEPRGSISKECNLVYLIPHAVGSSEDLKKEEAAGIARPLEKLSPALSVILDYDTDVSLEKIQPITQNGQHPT
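Agonism was scored from calcium flux recorded over 180 s (1 read/s) after pintool compound addition, following a 10-cycle baseline. Cells were inducible force-coupled HEK293 TREx D1, plated overnight at 30 C and loaded with no-wash calcium dye.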
RXFP1 agonist – activates the human relaxin receptor RXFP1. HEK293T-RXFP1 cAMP TR-FRET, 30 min; response scale: percent of porcine relaxin response, buffer zero. Potency, µM (highest dose often 57.5 µM), inactives show top-dose activation, hits mostly activators. 370,000 compounds, 0.3% hits. AID 2676; further: potency means the concentration at half of the fitted maximal effect; on the % scale 0 is the no-effect control and ±100 the full control effect; nearly all actives have a fitted effect of over 60% in size; many of its hits are not listed in these tables
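Agonist response is measured as cAMP accumulation in an RXFP1-transfected HEK293T line under PDE4 inhibition. Values are scaled between buffer-only and 29 nM porcine relaxin, and EC50s come from standard Hill equation fits.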
RXFP1 antag – blocks the human relaxin receptor RXFP1 | Q9HBX9 | HEK293-RXFP1, relaxin-stimulated cAMP HTRF, 30 min; active compounds read low | activity change, negative = inhibition, % at 57.5 µM | 350,000 compounds, 0.59% hits | AID 1259400;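 active means activity change of -60% or lower, but not beyond a set lower limit; inconclusive means change between -60% and -40%, or beyond the set limit; inactive means change above -40%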; further: on the % scale 0 is the no-effect control and ±100 the full control effect
D2 potentiator – positively modulates the human D2 dopamine receptor allosterically; P14416; 340,000 compounds, 0.34% hits; potentiation, % at 10 µM; HEK293 T-REx D2, calcium flux, EC20 dopamine potentiation; AID 485347;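 active means potentiation over 3 SD above the plate norm, cut at about 30% in these data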; further: 0% is about no effect
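Cells plated with tetracycline inducer and held overnight at 30 C; calcium dye loaded 30–90 min at room temperature; baseline taken, compound added and read 180 s; EC20 dopamine then added and read 180 s.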
D1 antagonist – blocks dopamine activation of the human D1 receptor; P21728; HEK293 TREx D1 cells, calcium flux, dopamine EC80; active compounds read low; activity change, negative = inhibition, % at 10 µM; 360,000 compounds, 3.2% hits; AID 504652; in the data active means activity change below about -30%; further: on the % scale 0 is the no-effect control and ±100 the full control effect
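HEK293 T-REx cells expressing inducible, force-coupled D1 receptor; no-wash Ca dye, 30–90 min RT. Cmpd → 180 s read at 1 Hz → EC80 DA → 180 s read.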
Vif-A3G inh – Vif-A3G binding inhibition; HeLa A3G-eYFP + Vif (tagged APOBEC3G with the HIV-1 protein that degrades it), YFP fluorescence, overnight; Q9HC16; Potency, µM (series often up to 46.1 µM), for inactives: at the highest dose activity, negative = active, most hits filed as inhibitors; AID 602310; 410,000 compounds, 0.076% hits;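 further: potency means the concentration at half of the fitted maximal effect; on the % scale 0 is the no-effect control and ±100 the full control effect; nearly all actives have a fitted effect of over 60% in size; hits raise eYFP signal because A3G escapes Vif-driven loss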
Target sequence (Q9HC16 whole entry, looked up): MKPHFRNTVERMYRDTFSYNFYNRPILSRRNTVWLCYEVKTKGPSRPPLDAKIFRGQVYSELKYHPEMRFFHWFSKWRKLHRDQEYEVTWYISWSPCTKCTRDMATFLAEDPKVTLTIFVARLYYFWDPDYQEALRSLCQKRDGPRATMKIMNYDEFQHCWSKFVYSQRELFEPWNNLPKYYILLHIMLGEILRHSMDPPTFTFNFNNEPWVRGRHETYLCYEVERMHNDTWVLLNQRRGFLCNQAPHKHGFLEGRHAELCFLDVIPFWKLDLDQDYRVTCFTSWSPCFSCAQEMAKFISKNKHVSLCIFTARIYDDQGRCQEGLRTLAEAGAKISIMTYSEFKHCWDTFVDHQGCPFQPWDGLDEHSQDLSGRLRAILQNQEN
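HeLa cells stably expressing Vif and C-terminally eYFP-tagged A3G, seeded overnight at 37 deg C, then exposed to compound by pintool overnight at 37 deg C. Rise in yellow fluorescence (Ex 488/Em 500-530, Acumen) marks blocked Vif-driven A3G degradation.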
D1 PAM – human D1 dopamine receptor positive modulation; 360,000 compounds, 0.036% hits; P21728; potentiation, % at 10 µM; HEK293 TREx D1 cells, calcium flux, dopamine EC20 potentiation; in the data active means potentiation above about 30%; further: 0% is about no effect
Vif-A3F inh – blocks the Vif interaction with APOBEC3F | HeLa A3F-eYFP + Vif (tagged APOBEC3F with the HIV-1 protein that degrades it), YFP fluorescence increase | Potency, µM (series often up to 46.1 µM), for the others: top-dose activity, negative = active | AID 602313 | 390,000 compounds, 0.2% hits; further: potency means the concentration at half of the fitted maximal effect; % of control where 0% means no effect; nearly all actives have a fitted effect of over 65% in size
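HeLa cells stably expressing Vif plus C-terminally eYFP-tagged A3F were seeded, incubated overnight at 37 deg C, dosed with compound, incubated overnight again at 37 deg C. Yellow fluorescence (Ex 488/Em 500-530) reported blocked Vif-mediated A3F-eYFP degradation.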
Glioma ERSR ind – induces the endoplasmic reticulum stress response in human glioma cells. U87-MG GRP78 promoter luciferase reporter, 16 h. Potency, µM, for the others: at the top dose activation, usual class: activators. 420,000 compounds, 0.02% hits; further: potency means the concentration at half of the fitted maximal effect; series mostly up to about 76 µM; % of control where 0% means no effect; nearly all actives have a fitted effect of over 35% in size
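Stably transfected U87-MG glioma cells carrying a GRP78-based luciferase sensor; 16 h compound incubation. Luminescence end-point read 10 min after Bright-Glo addition at room temperature.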
An asterisk follows results filed as active; ? = inconclusive; . = no result given. Unless noted, the call rests on the fitted dose curve; in most records, active means well fitted curve in the direction sought with a large enough effect; inconclusive means small, poorly fitted or top-dose-only effect, or another doubt; inactive means no such curve, though single readings can be large; an effect the other way counts as inactive or inconclusive.

Results follow in this order: D1 ag	RXFP1 agonist	RXFP1 antag	D2 potentiator	D1 antagonist	Vif-A3G inh	D1 PAM	Vif-A3F inh	Glioma ERSR ind
N#C/C(=C\c1cccc(OC(=O)c2cccs2)c1)C(N)=O
→ 2	0.7%	-19	12	-4	-4%	-5	3%	1%
Cc1cccc(NC(=O)c2ccc3c(=O)n(CC4CCCO4)c(=S)[nH]c3c2)c1 (centres undefined)
→ 4	-1.7%	?	.	-3	0%	-9	-22%	1%
Cc1c(NC(=O)CSc2nc3ccccc3s2)c(=O)n(-c2ccccc2)n1C
→ 1	2.0%	.	-9	-6	1%	-2	1%	-4%
O=C(CN1C(=O)C(=O)N(C2CCCC2)C1=O)Nc1ccc(N2CCOCC2)cc1
→ 4	1.6%	3	5	4	0%	-3	2%	-3%
Cc1ccc(Cl)cc1NC(=O)N1CCN(C)c2ncccc21
→ 4	1.7%	.	-4	-4	-1%	0	0%	-1%
CC1(C)C([N+](=O)[O-])C(c2ccccc2O)NC(c2ccccc2O)C1[N+](=O)[O-] (centres undefined)
→ 2	-1.0%	-8	0	-6	0%	-3	-8%	-4%
CN(C)CCCNC(=S)NCc1ccc(Cl)cc1
→ 7	2.5%	.	-19	7	-3%	-10	8%	-2%
O=C(c1ccc2nccnc2c1)N1CCN(c2ccccc2)CC1
→ 2	5.1%	-4	7	-16	-2%	2	1%	1%
C=CCN(CC=C)Cc1c(O)ccc2c1oc(=O)c1ccccc12
→ .	.	25	.	.	1%	.	0%	-3%
O=C(Cn1ncc2c(=O)oc3ccccc3c21)N1CCCc2ccccc21
→ 1	1.2%	-1	3	-2	0%	-1	1%	-1%
Cc1ccc(C(C)C)c(OCC(=O)Nn2c(C)nc3ccccc3c2=O)c1
→ 2	0.4%	-5	5	12	0%	4	-13%	1%
O=C(/C=C/c1ccc(F)cc1)NC(=S)Nc1ccccc1
→ 3	0.8%	-21	.	7	-6%	-3	-2%	5%
Cc1ccc(Cl)cc1N1CCN(C(=O)c2c(C)oc3ncnc(N4CCCCC4)c23)CC1
→ 2	-3.0%	.	2	11	-1%	9	-2%	-3%
Cc1ccc(CCNC(=O)c2cc(C)nn2-c2ccccc2)cc1
→ 0	3.2%	-5	7	0	0%	2	-10%	-2%
COCCNc1nc(C)cc(-c2cc(-c3ccc(Cl)cc3)on2)n1
→ 0	-0.2%	.	15	-6	1%	-7	0%	-3%
COC(=O)/C=C1/SC(=NC(=O)c2ccc(OC)cc2)NC1=O
→ 3	-0.4%	1	-1	8	0%	-1	-10%	-7%
O=Cc1ccc(OC(=O)c2cccnc2)cc1
→ 1	1.7%	-5	-10	16	0%	3	-5%	-3%
COc1ccc(NC(=O)CSc2nnc(-c3ccncc3)n2C)cc1
→ 1	2.6%	7	.	-6	-2%	-5	11%	-1%
Cc1ccc(/C(C#N)=C\c2ccc(N3CCOCC3)o2)cc1
→ 24	-1.6%	-30	-3	-14	?	-10	?	?
COc1ccc(N2CCN(C(=O)c3sc4nc5n(c(=O)c4c3C)CCC5)CC2)cc1
→ 1	?	-13	11	0	-2%	-2	-1%	1%
O=C(Cn1ncn2nc(-c3cccs3)cc2c1=O)NCc1ccc(Cl)cc1
→ -1	0.3%	-6	-3	-3	1%	0	0%	0%
Cc1nc([N+](=O)[O-])c(Br)n1CC(=O)c1cccc([N+](=O)[O-])c1
→ 6	-0.3%	6	25	-14	?	-2	10%	-15%
CC(C)c1ccc(/C=C(\C#N)c2nc(-c3cc4ccccc4oc3=O)cs2)cc1
→ 1	2.4%	-11	-8	-6	1%	1	2%	-2%
Cc1ccccc1C(N)c1ccncc1 (centres undefined)
→ 7	1.3%	12	18	-5	4%	-3	-2%	-3%
CC1CC(C)(C)CC2(C1)NC(=O)N(CC(=O)N1CCN(S(=O)(=O)c3ccc(F)c(F)c3F)CC1)C2=O (centres undefined)
→ .	.	0	.	.	0%	.	-6%	2%
CC1(C)Cc2ccccc2-c2nc(CN3CCOCC3)[nH]c(=O)c21
→ 4	0.4%	-5	-1	4	-5%	0	0%	-3%
CCOC(=O)C(C(=O)OCC)C(C#N)c1ccccc1 (centres undefined)
→ -4	2.1%	-14	-6	-4	2%	-5	-2%	-3%
O=C(O)CCCC(=O)Nc1cc([N+](=O)[O-])ccc1O
→ 1	-1.0%	6	4	-1	0%	2	1%	-4%
CCn1c(NCc2cc(OC)c(OC)c(OC)c2)nc2ccccc21
→ 3	-0.1%	6	-16	1	0%	-2	-21%	-3%
CC(=O)OCC1=C(C(=O)O)N2C(=O)C(NC(=O)Cn3nc(C(F)F)c(Cl)c3C)C2SC1 (centres undefined)
→ 5	1.6%	-9	-1	28	0%	3	-6%	-3%
COc1ccc(NC(=O)CSc2c3c(nc4ccc(Cl)cc24)CCCC3)cc1Cl
→ 2	1.1%	-9	-4	2	-8%	-3	-8%	-2%
COc1ccc(CNC(=O)CCCN2C(=O)CCn3nc(-c4cn(C)c5ccccc45)cc32)cc1
→ 2	0.4%	-12	-1	10	0%	-1	3%	-4%
Cc1ccc(CNC(=O)CCC2CCCN(Cc3c(C)nn(C(C)C)c3C)C2)o1 (centres undefined)
→ 2	1.5%	-4	-1	1	0%	-4	-10%	1%
O=C1CC(c2ccccc2)CC(O)=C1C=NCCN1CCOCC1 (centres undefined)
→ 3	1.0%	12	5	5	2%	-5	-4%	-3%
CCC(=O)Nc1nnc(-c2ccccn2)o1
→ 1	3.0%	-5	-1	12	0%	-1	-4%	-2%
CC(C(=O)NC1CCCC1)N1CCN(S(=O)(=O)c2ccccc2Cl)CC1 (centres undefined)
→ 10	-0.3%	3	14	-5	-4%	-2	3%	-2%
CC(=O)Oc1c(-c2ccc(Br)o2)oc2ccccc2c1=O
→ 14	20%	-7	9	24	-7%	6	13µM*	0%
COc1ccccc1NC(=O)C1CCN(S(=O)(=O)c2ccc3c(c2)NC(=O)C(C)S3)CC1 (centres undefined)
→ 13	1.5%	-5	-8	-30*	-8%	-1	-1%	-4%
Cc1cc2n(n1)CCC(=O)N2Cc1ccc(C(=O)Nc2cccc(C(F)(F)F)c2)cc1
→ 0	-2.8%	-6	2	-24	0%	-2	-1%	-1%
COc1cc(OC)cc(C(=O)N[C@H](C(=O)OCC(=O)Nc2ccc(C(C)C)cc2)C(C)C)c1
→ 3	1.7%	-19	-4	11	0%	8	2%	1%
Cc1nn(C(C)C(=O)N2CCCC2)c(=O)c2nn(-c3ccccc3)c(C)c12 (centres undefined)
→ 1	-0.7%	4	2	13	2%	0	-10%	0%
CNc1oc(-c2ccc(Cl)cc2)nc1P(=O)(c1ccccc1)c1ccccc1
→ 3	-1.6%	-20	11	5	-1%	3	-4%	3%
CCSc1nc(-c2ccccc2)cc(=O)[nH]1
→ 0	-0.5%	.	6	.	-1%	-2	6%	1%
CCn1c(CNC(=O)C23CC4CC(CC(C4)C2)C3)nnc1SCC(=O)Nc1ccc(OC)cc1
→ 2	0.5%	.	.	17	10µM*	0	-23%	-2%
COc1ccc(C)cc1NC(=O)c1ccc(S(=O)(=O)N2CCOCC2)cc1
→ -1	-1.3%	5	-7	-5	-5%	-5	-2%	-2%
COc1cc(/C=N/N=C/c2cc(OC)c(O)c(OC)c2)cc(OC)c1O
→ -1	2.3%	4	11	3	-3%	-8	3%	-4%
CC(C)CN(C(=O)COC(=O)CCc1c[nH]c2ccccc12)c1c(N)n(Cc2ccccc2)c(=O)[nH]c1=O
→ 5	1.8%	-7	21	6	-1%	-1	9%	-4%
COc1ccc(OC)c(NC(=S)NN2CCOCC2)c1
→ 3	0.7%	8	1	12	2%	-1	-4%	2%
COc1cccc(CNC(=O)c2ccc(CS(=O)Cc3ccc(C)cc3)o2)c1 (centres undefined)
→ 0	.	-6	-6	-7	0%	-3	6%	-4%
CC(=O)NS(=O)(=O)c1ccc(N=c2ssc3c2-c2ccc(C)cc2NC3(C)C)cc1
→ 3	5.5%	-5	0	2	-17%	-2	2%	0%
Cc1cccc(NC(=O)CN2C(=O)NC3(CCCCCCC3)C2=O)c1C
→ .	.	-2	.	.	-1%	.	-4%	-6%
Cc1ccc(CC(=O)Nc2nc3ccccc3s2)cc1
→ 1	0.5%	-15	-3	-14	3%	-3	1%	4%
COc1cccc(/C=N/NC(=O)CCCc2ccc(OC)c(C)c2)c1
→ 2	1.1%	-5	-1	9	2%	6	-6%	1%
CCc1ccc(NC(=O)CCc2c(C)nn(-c3ccc(N4CCCCC4)nn3)c2C)cc1
→ 4	-2.2%	-8	2	-3	-1%	3	6%	3%
N#C/C(=N\Nc1ccc(Cl)cc1)C(N)=S
→ 30*	-1.7%	-34	-1	-15	0%	-3	?	-1%
Cc1c(-c2c(C#N)c(N)nc3c2CCCCCC3)cnn1C
→ 0	1.8%	0	0	-3	-8%	-1	-8%	-4%
COc1cc(/C=C(\NC(=O)c2ccccc2)C(=O)Nc2cccc(O)c2)c([N+](=O)[O-])cc1OC
→ 2	1.0%	-5	-3	-6	-1%	-4	-2%	-4%
COCCc1nn2c(=O)cc(COC(=O)c3ccc(OC)c(OC)c3)nc2s1
→ 2	8.9%	-10	0	16	1%	0	-4%	0%
CCCCn1nnnc1SCC(=O)N1CCN(C(=O)c2ccco2)CC1
→ 5	2.3%	1	5	-20	-1%	1	1%	-3%
COc1ccc(-c2nc(SCC(=O)NC3CCCC3)c(-c3ccc(F)cc3)[nH]2)cc1
→ -1	-0.7%	-19	-9	0	-1%	-3	8%	-2%
O=C(Nc1ccccc1Oc1ccsc1C(=O)O)c1ccccc1F
→ 3	5.8%	-1	-11	-6	0%	0	-4%	-3%
CCOC(=O)c1c(C)[nH]c(C)c1C(=O)COC(=O)c1cc(OC)cc(OC)c1
→ -1	-0.1%	11	1	.	-1%	3	-16%	-4%

Only Vif-A3G inh and D1 antagonist, for some of the entries so far:
| SMILES | Vif-A3G inh | D1 antagonist |
| --- | --- | --- |
| CCOC(=O)C(C(=O)OCC)C(C#N)c1ccccc1 (centres undefined) | 2% | -4 |
| O=C(O)CCCC(=O)Nc1cc([N+](=O)[O-])ccc1O | 0% | -1 |

An excerpt. The share of hits here may be higher or lower than overall.
